# Screens from PubChem BioAssay.
# SENP1 inh – blocks the human SENP1 SUMO protease catalytic domain. Q9P0U3. recombinant SENP1 catalytic domain, CyPet-SUMO1-YPet FRET cleavage. 360,000 compounds, 0.21% hits. inhibition, % at 10 µM. AID 624204;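 active means inhibition at least 30% at 10 µM, raw YFP signal under a set limit, fluorescence ratio 0.5 to 1.5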;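 further: 0% = enzyme with DMSO and 100% = no enzyme wells; some results filed as inactive read as strong as hits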
# Target sequence (Q9P0U3 419-644 limits assumed): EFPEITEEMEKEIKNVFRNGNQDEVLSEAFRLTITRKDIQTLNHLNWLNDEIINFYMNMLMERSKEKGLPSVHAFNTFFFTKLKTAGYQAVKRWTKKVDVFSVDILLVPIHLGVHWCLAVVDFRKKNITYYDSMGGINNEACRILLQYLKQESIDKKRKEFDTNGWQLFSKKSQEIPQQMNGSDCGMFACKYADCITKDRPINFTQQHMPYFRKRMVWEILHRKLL
#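 Compound: 10 µM single point, 0.5% DMSO; Test system: hSENP1 catalytic domain, recombinant; Timing: 50 min reaction at room temperature; Technique: FRET, CFP and YFP emission; Control set: no-enzyme wells low, DMSO-plus-enzyme wells high control.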
# SENP8 inh – SENP8 (human) protease inhibition; Q96LD8; recombinant SENP8, Nedd8 substrate fluorescence; inhibition, % at 20 µM; 360,000 compounds, 0.64% hits; in the data active means inhibition mostly above about 40%, no sharp cut-off; inactive means mostly below about 27%
# Target sequence (Q96LD8 whole entry, looked up): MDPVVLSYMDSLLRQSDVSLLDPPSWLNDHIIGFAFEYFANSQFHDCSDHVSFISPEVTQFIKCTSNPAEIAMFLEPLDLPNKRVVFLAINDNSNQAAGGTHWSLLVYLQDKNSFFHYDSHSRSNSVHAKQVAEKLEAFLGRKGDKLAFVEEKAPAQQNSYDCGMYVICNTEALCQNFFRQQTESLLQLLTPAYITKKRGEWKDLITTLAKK
# PfG6PD inh – PfG6PD (Plasmodium falciparum) enzyme inhibition; AID 504690; inhibition, % at 20 µM; PfGluPho enzyme, NADPH resazurin-diaphorase fluorescence; 350,000 compounds, 0.78% hits;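 active means inhibition reaching at least a set limit at 20 µM in the primary screen, cut at about 59% in these data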;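 further: 0% = DMSO wells with substrate and 100% = DMSO wells lacking glucose-6-phosphate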
# Numbers without * were called inactive; i = inactive. Not all compounds are listed. The share of hits here may be higher or lower than overall.
mol,SENP1 inh,SENP8 inh,PfG6PD inh
COCCCN1C(=O)C(CC(=O)NCCc2ccccn2)CC(C(=O)N2CCOCC2)=C1C (stereo not drawn),-3,14,-2
CCOc1ccc(NC(=O)c2ccc3c(c2)S(=O)(=O)N=C2CCCCCN23)cc1,0,13,-14
CC(C)NC(=O)N(C)C[C@@H]1OCc2cnnn2CCCC(=O)N([C@H](C)CO)C[C@H]1C,-1,20,-6
COc1cc(NC(=O)COc2cc(C)cc3oc(=O)cc(C)c23)cc(OC)c1OC,1,-11,-30
CCC1NC(=O)c2cc3ccccc3cc2-n2c1nc1ccc(OC)cc1c2=O (stereo not drawn),-2,-17,8
COC1CCN(C(=O)c2cc(COc3cc(C)ccc3C)on2)CC1,2,15,16
COc1ccc(-c2cc3nc(-c4ccccc4)cc(N4CCN(C(=O)c5ccccc5)CC4)n3n2)cc1,-2,-411,21
Cc1ccc(S(=O)(=O)N(C)C[C@@H]2OCc3cnnn3CCCC(=O)N([C@@H](C)CO)C[C@H]2C)cc1,1,20,-11
c1ccc(-c2cc(-c3cc(-c4ccccc4)on3)no2)cc1,2,17,-15
COc1cc2ccc(-c3ccc4ccccc4n3)cc2cc1OC,-3,-474,7
COc1cc(NC(=O)CCN2CCN(c3ccccc3OC)CC2)cc(OC)c1,2,24,11
O=C(Nc1ncccc1O)c1ccc(S(=O)(=O)NCc2ccco2)cc1,0,17,-10
CCOC(=O)c1ccc(NC(=O)c2nc[nH]c2C(=O)NC[C@@H](C)O)cc1,-1,-24,-7
COc1ccccc1NC(=O)C(C)OC(=O)C1CC(=O)N(Cc2ccco2)C1 (stereo not drawn),0,19,4
COc1ccc([C@H]2N[C@]3(CCCN(Cc4ccc(Br)cc4)C3=O)[C@H]3C(=O)N(Cc4ccccc4)C(=O)[C@@H]23)cc1,3,-6,23
Cc1ccccc1P(=O)(c1ccccc1)c1ccccc1C,-1,14,-5
CNC(=O)C[C@H]1C(=O)N(CCc2ccccc2)C[C@@H]1C,0,19,-15
COc1ccc(CN2C(=O)C(CC(=O)NCCc3ccccn3)CC(C(=O)N(C(C)C)C(C)C)=C2C)cc1 (stereo not drawn),-4,6,-5
CCOC(=O)C1CCN(C(=O)c2ccc3c(=O)n4nc(Nc5ccccc5OC)sc4nc3c2)CC1,2,-210,3
C[C@H](CO)N1C[C@H](C)[C@@H](CN(C)S(C)(=O)=O)OCc2cnnn2CCCC1=O,2,-19,3
COCC(=O)Nc1ccc(S(=O)(=O)Nc2onc(C)c2C)cc1,1,6,9
CCSCCCn1[nH]c2ccccc2c1=O,2,-84,15
O=c1[nH]c(=O)n2ncnc2[nH]1,1,9,4
COc1ccc(/C=C(\NC(=O)c2ccc(Cl)cc2)C(=O)NCc2cccnc2)cc1OC,-1,1,5
Cc1cc(C(=O)CCC(=O)Nc2cccc(F)c2)c(C)s1,3,9,5
C[C@H]1CN([C@@H](C)CO)C(=O)CCCn2cc(nn2)CO[C@@H]1CN(C)C(=O)Nc1ccc(C(F)(F)F)cc1,2,-24,-14
Cc1ccc([C@H]2C[C@@H](n3cc(COC(=O)c4ccccc4)nn3)[C@H](O)CN2CC2CCCCC2)cc1,-2,-2,22
COc1ccccc1N1CCCSC1=Nc1ccccc1,-2,15,-6
CCCCCC(=O)N1C[C@@H](n2cc(-c3ccc(F)cc3)nn2)[C@H](O)C[C@@H]1c1ccc(OC)cc1,1,13,-8
COc1ccc(CN2C(=O)C(CC(=O)NC3CCCC3)CC(C(=O)N(C(C)C)C(C)C)=C2C)cc1 (stereo not drawn),1,4,-13
CC(C)CC1C(=O)N(Cc2cn(Cc3ccco3)nn2)CCS(=O)(=O)N1Cc1ccc(-c2ccc(Cl)cc2)cc1 (stereo not drawn),-6,-34,52
O=C(O)c1cscc1-c1cccc2ccccc12,-1,10,6
CCOc1ccccc1N1CCN(CC(=O)N(C)CC(=O)Nc2ccccc2CC)CC1,1,18,-1
CCCCn1c(N)c(N(CC(C)C)C(=O)CCN2C(=O)C3CC=CCC3C2=O)c(=O)[nH]c1=O (stereo not drawn),-4,10,5
CCN(CC)C(=O)C1=C(C)N(Cc2ccccc2)C(=O)C(CC(=O)NCCCCc2ccccc2)C1 (stereo not drawn),4,12,-2
Cc1ccc(S(=O)(=O)CCC(=O)OCC(=O)Nc2cccc(S(=O)(=O)N3CCCCC3)c2)cc1,0,16,5
CC1=C(C(=O)Nc2cccc(C(=O)NCC(C)c3ccccc3)c2)SCCO1 (stereo not drawn),2,12,-9
CC(C)C1C(=O)N(Cc2cn(CC3CCCCC3)nn2)CCS(=O)(=O)N1Cc1ccc(-c2cccc(CO)c2)cc1 (stereo not drawn),-1,21,13
CC(=O)Nc1nc(-c2ccc(-c3ccccc3)cc2)cs1,2,-14,10
COc1ccc2c(c1)c1c(c(=O)n(-c3ccc(C)cc3)c(=O)n1CC(=O)NCC1CCCO1)n2C (stereo not drawn),-20,i,11
COc1ccc(C(=O)OCc2cc(=O)oc3cc(C)ccc23)cc1S(=O)(=O)N1CCOCC1,4,-5,4
CCOC(=O)c1c(C)[nH]c(C(=O)OCc2nc3ccsc3c(=O)[nH]2)c1C,-16,-45,-15
COc1ccccc1N1CC(C(=O)OCC(=O)c2c(N)n(C)c(=O)n(C)c2=O)CC1=O (stereo not drawn),1,18,-5
CCN(CC)C(=O)C1=C(C)N(Cc2ccc(F)cc2)C(=O)C(CC(=O)NCC2CCCCC2)C1 (stereo not drawn),-2,2,-3
CC1CCC2(CC1)NC(=O)N(CC(=O)Nc1cccc(S(=O)(=O)N(C)c3ccccc3)c1)C2=O (stereo not drawn),1,9,15
O=C(NCCS(=O)(=O)N1CCN(c2ccccc2)CC1)C12CC3CC(CC(C3)C1)C2,1,20,-5
COc1ccc([C@H]2CN(c3ccc(OC)cc3)C(=O)[C@@H]2CC(=O)Nc2ccccc2)cc1,-2,-15,15
C[C@H]1CN([C@@H](C)CO)S(=O)(=O)c2ccc(Br)cc2O[C@@H]1CN(C)S(=O)(=O)c1ccccc1,-1,14,20
NNC(=O)Cc1cccc2ccc(Cl)cc12,4,20,9
Clc1ccccc1NN(Cc1ccccn1)c1ccccc1Cl,-2,9,-7
C[C@H]1CN([C@@H](C)CO)C(=O)CCCn2cc(nn2)CO[C@@H]1CN(C)C(=O)Nc1ccccc1C(F)(F)F,1,-21,-8
C[C@H]1CN([C@@H](C)CO)S(=O)(=O)c2ccc(Br)cc2O[C@H]1CN(C)Cc1ccccc1F,-2,0,19
O=C1CNC(c2ccccc2)C(c2ccccc2)N1 (stereo not drawn),0,10,-10
Cc1nc(NC(=O)c2ccccc2)sc1-c1cc(C(=O)N2CCOCC2)nn1Cc1ccccc1,2,-69,0
CCCCCC(=O)N1C[C@@H](n2cc(C3CC3)nn2)[C@H](O)C[C@@H]1c1ccccc1,2,12,-15
CCN1C(=O)[C@H]2[C@@H](c3ccccc3)N[C@]3(CCCN(Cc4ccc(C)cc4)C3=O)[C@H]2C1=O,-1,19,-1

# Next structures
mol,SENP1 inh,SENP8 inh,PfG6PD inh
Cc1nccn1CC(=O)c1ccccc1,0,11,-5
O=C(O)C(=Cc1cccc([N+](=O)[O-])c1)c1ccccc1,4,22,11
COc1ccccc1N1CCN(C(=O)CCCn2c(=S)[nH]c3ccccc3c2=O)CC1,0,10,15
C[C@@H]1CN([C@H](C)CO)C(=O)CCCn2cc(nn2)CO[C@H]1CN(C)S(=O)(=O)c1ccc(C#N)cc1,0,4,1
CCc1cccc(CC)c1N1C(=O)COCC1=O,-2,12,-6
O=C(COC(=O)c1ccco1)Nc1cccc(S(=O)(=O)N2CCOCC2)c1,2,10,4
C[C@H]1CN([C@@H](C)CO)S(=O)(=O)c2ccc(Br)cc2O[C@H]1CN(C)Cc1ccc(F)cc1,0,16,11
Cc1ccc(S(=O)(=O)NCc2nnnn2-c2ccc(F)cc2)cc1,1,1,-9

# 3 compounds from above, arranged by the value under PfG6PD inh, ascending:
mol,SENP1 inh,PfG6PD inh
Cc1ccc(S(=O)(=O)NCc2nnnn2-c2ccc(F)cc2)cc1,1,-9
O=C(COC(=O)c1ccco1)Nc1cccc(S(=O)(=O)N2CCOCC2)c1,2,4
O=C(O)C(=Cc1cccc([N+](=O)[O-])c1)c1ccccc1,4,11

# (listing goes on)
mol,SENP1 inh,SENP8 inh,PfG6PD inh
Cc1ccc(NS(=O)(=O)c2ccc(C)c(NC(=O)c3ccc(S(=O)(=O)N4CCCCCC4)cc3)c2)c(C)c1,2,16,26
Nc1ccn([C@@H]2O[C@H](CNCc3cc(Cl)ccc3OCc3ccc(Cl)cc3)[C@@H](O)[C@H]2O)c(=O)n1,3,7,36
CN(CC(=O)Nc1ccc(F)c(F)c1F)C(=O)C1CCCN1C(=O)c1cccs1 (stereo not drawn),1,14,-18
COc1cc(NC(=O)CNC(=O)Cn2cnc3sc(C)c(C)c3c2=O)cc(OC)c1OC,1,13,-8
CC(=O)Nc1ccc(SCC(=O)NC(=O)c2ccc(Cl)cc2)cc1,-1,2,16
C[C@H]1CN([C@@H](C)CO)S(=O)(=O)c2ccc(C#CC3CC3)cc2O[C@H]1CN(C)C(=O)c1cccnc1,-2,-6,10
O=C(COC(=O)c1ccccc1)NCCCCc1ccccc1,1,-6,-9
COc1cccc(C(=O)Nc2ccc3nc4n(c(=O)c3c2)CCCCC4)c1,2,8,20

# Reformatted: entries from further up
CC(C)CC1C(=O)N(Cc2cn(Cc3ccco3)nn2)CCS(=O)(=O)N1Cc1ccc(-c2ccc(Cl)cc2)cc1 (stereo not drawn)
  SENP1 inh = -6
  SENP8 inh = -34
  PfG6PD inh = 52

COc1ccc(CN2C(=O)C(CC(=O)NCCc3ccccn3)CC(C(=O)N(C(C)C)C(C)C)=C2C)cc1 (stereo not drawn)
  SENP1 inh = -4
  SENP8 inh = 6
  PfG6PD inh = -5

CC(C)C1C(=O)N(Cc2cn(CC3CCCCC3)nn2)CCS(=O)(=O)N1Cc1ccc(-c2cccc(CO)c2)cc1 (stereo not drawn)
  SENP1 inh = -1
  SENP8 inh = 21
  PfG6PD inh = 13

# (more compounds)
mol,SENP1 inh,SENP8 inh,PfG6PD inh
O=C(OCc1cn([C@H]2CN(Cc3cccs3)[C@@H](c3ccc(Cl)cc3)C[C@@H]2O)nn1)c1ccccc1,-1,-9,12
CCN1C(=O)[C@H]2[C@@H](c3ccc(C)cc3)N[C@]3(CCCN(Cc4ccco4)C3=O)[C@H]2C1=O,-1,4,4
Cc1ccccc1-c1n[nH]nc1C1=CC(=O)CC(C)(C)C1,2,-32,19
COc1ccccc1N1CCN(CC(=O)NC(=O)NCc2ccccc2)CC1,-1,3,3
O=C(Cn1ccc(=O)[nH]c1=O)c1ccc([N+](=O)[O-])o1,-2,25,59*
O=C(NCCCN1CCOCC1)c1cc(S(=O)(=O)N2CCCCC2)ccc1Cl,-1,8,6
Cc1ccccc1S(=O)(=O)N(C)C[C@@H]1OCc2cnnn2CCCC(=O)N([C@@H](C)CO)C[C@H]1C,1,14,-6
Cc1cccc(NC(=O)c2sc3nc(C)nc(N4CCOCC4)c3c2C)c1,3,-2,7
C[C@@H]1CN([C@@H](C)CO)C(=O)CCCn2nncc2CO[C@@H]1CN(C)C(=O)c1ccccc1,-1,11,8
COc1cccc(-c2cc3nc(-c4ccccc4)cc(N4CCN(C(=O)c5ccoc5)CC4)n3n2)c1,-6,-359,-2
CC1CN(C(=O)c2cccc(NS(=O)(=O)c3ccc(Br)cc3)c2)CC(C)O1 (stereo not drawn),4,23,-19
COC(=O)N(C)C[C@@H]1OCc2cn(nn2)CCCC(=O)N([C@@H](C)CO)C[C@H]1C,2,12,-16
O=C(O)c1ccc(NC2=C/C(=N/S(=O)(=O)c3cccs3)c3ccccc3C2=O)cc1,0,98*,106*
COC(=O)N(C)C[C@@H]1OCc2cnnn2CCCC(=O)N([C@H](C)CO)C[C@H]1C,3,20,8
COc1ccc(CC(=O)Nc2cc(F)ccc2F)cc1S(=O)(=O)N1CCOCC1,2,16,-1
COc1ccc(C)cc1NC(=O)COC(=O)Cc1c[nH]c2ccccc12,2,17,10
CCN(CC)C(=O)C1=C(C)N(Cc2ccc(C(C)(C)C)cc2)C(=O)C(CC(=O)NCCc2ccccn2)C1 (stereo not drawn),0,4,4
O=C(O)c1ccccc1-c1ccc([N+](=O)[O-])cc1Cl,-48,-25,2
COc1ccc([C@H]2C[C@H](n3cc(-c4ccc(F)cc4)nn3)[C@@H](O)CN2C(=O)C2CCCCC2)cc1,1,23,5
CS(=O)(=O)Nc1ccc2c(c1)[C@@H]1C[C@@H](CC(=O)NCc3cccnc3)O[C@H](CO)[C@@H]1O2,-5,1,-9
O=Nc1c(O)cc(O)c2ccccc12,10,11,-15
O=C(Nc1oc2ccccc2c(=O)c1-c1ccc2c(c1)OCO2)c1ccco1,2,-12,-11
O=C(c1ccc(F)cc1)N1CCC(C(=O)N2CCCc3ccccc32)CC1,0,19,1
Cc1[nH]c(=O)[nH]c(=O)c1NC(=O)c1ccccc1[N+](=O)[O-],2,24,-1
C[C@H](CO)N1C[C@H](C)[C@H](CN(C)C(=O)Nc2ccc3c(c2)OCO3)Oc2ncc(Br)cc2C1=O,-2,-1,12
